# Bioassay records: PubChem BioAssay, National Center for Advancing Translational Sciences (NCATS)
# ERK EGF inh = inhibitors of EGF-stimulated ERK signaling pathway; HEK293-V1b, EGF-stimulated phospho-ERK AlphaScreen; Potency, µM (doses to about 11.5 µM), for inactives: at the top dose activity change, negative = inhibition, most hits filed as inhibitors; hit rate 0.41% among 130,000; active = well fitted inhibition curve with a large enough effect; inconclusive = small, poorly fitted or top-dose-only effect, or effect the other way;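 note: plate controls were stimulated vehicle wells for no effect and unstimulated vehicle basal for full effect; nearly all actives have a fitted effect of over 55% in size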
#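 Phospho-ERK1/2 measured by AlphaScreen (SureFire) after 5 min 25 nM EGF stimulation of V1b-expressing HEK293 cells preincubated 30 min at 37C with titrated compounds; data scaled to DMSO and EGF controls, Hill-fitted AC50.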
# * marks the source's active call; other numbers are inactive results; ? = inconclusive; & = joins results of further samples; [ ] = dose if it differs, or a comment. Potency is the fitted concentration of half-maximal effect. An excerpt, so the mix of outcomes need not match the whole.
SMILES,ERK EGF inh
CCOC(=O)C1(Cc2ccc(OC)cc2)CCN(C(=O)CN2CCN(CC)CC2)CC1,-1%
O=c1oc2ccccc2c(N2CCCCC2)c1CN1CCCCC1,2%
CC(C)NC(=O)NS(=O)(=O)c1cnccc1N1CCCCC1,5%
COc1ccccc1C(=O)n1nc(-c2cccnc2)nc1N,5%
COc1ccc(NC(=S)N(CCN2CCOCC2)Cc2ccccc2F)cc1,-2%
COc1ccc(CCNC(=S)NCCc2ccc(OC)c(OC)c2)cc1OC,9%[57.5 µM]
Cc1cc(=O)[nH]c(/N=C(\N)Nc2ccc3c(c2)OCCO3)n1,-2%
O=C(c1cccs1)N(Cc1ccco1)c1nc(-c2ccc(F)cc2)cs1,0%
Cc1ccc(-c2cc(-c3n[nH]c(=S)o3)c3ccccc3n2)cc1,2%
CCCOCC1CC2(CC(C)(c3csc(N)n3)OC2=O)C(=O)O1 (centres undefined),-1%
CN(Cc1ccon1)Cc1cn(C)nc1-c1cccc(Cl)c1,28%
C=CCN(C(=O)c1ccccn1)C(C(=O)NCc1ccccc1)c1ccccc1F (centres undefined),-1%
CCc1ccc(N(C2C=CS(=O)(=O)C2)S(=O)(=O)c2ccccc2)cc1 (centres undefined),0%
O=C(NNC(=O)c1ccc(Cl)cc1Cl)Nc1ccccc1,3%
Cn1nc([N+](=O)[O-])nc1Sc1ccc(Cl)cc1,7%
O=C(CN1CCN(C/C=C/c2ccccc2)CC1)NC(=O)NC1CCCCC1,1%
Cc1cccc(OCC(=O)N2CCN(c3nnc(-c4ccccc4)c4ccccc34)CC2)c1,-10%[57.5 µM]
COc1ccccc1N1CCN(C(=O)COc2cccc(C)c2C)CC1,2%
COc1ccccc1OCCCC(=O)NC(C)c1ccccc1 (centres undefined),-11%
CC(=O)Nc1ccc2sc(C)nc2c1,-6%[57.5 µM]

# Next part; it opens with the five that closed the last part.
SMILES,ERK EGF inh
O=C(CN1CCN(C/C=C/c2ccccc2)CC1)NC(=O)NC1CCCCC1,1%
Cc1cccc(OCC(=O)N2CCN(c3nnc(-c4ccccc4)c4ccccc34)CC2)c1,-10%[57.5 µM]
COc1ccccc1N1CCN(C(=O)COc2cccc(C)c2C)CC1,2%
COc1ccccc1OCCCC(=O)NC(C)c1ccccc1 (centres undefined),-11%
CC(=O)Nc1ccc2sc(C)nc2c1,-6%[57.5 µM]
COc1ccc(CC(=O)Nn2c(-c3ccccc3)nc3ccccc3c2=O)cc1,0%
CNC(=O)COC(=O)c1cc(-c2ccco2)nc2ccccc12,-3%[57.5 µM]
C/C(Cc1ccccc1)=N\NC(=O)CNC(=O)/C=C\c1ccccc1,-5%[57.5 µM]
COc1cc(OC)cc(-c2nn[nH]n2)c1,7%
CCOC(=O)N/N=C(/C)c1ccc(N2C(=O)C3CCCCC3C2=O)cc1 (centres undefined),-5%
C/C(=N\Nc1ccc(C(=O)O)cc1)c1ccc(S(=O)(=O)NCc2ccco2)cc1,1%[57.5 µM]
O=C(CSc1nc2cc([N+](=O)[O-])ccc2n1-c1ccccc1)NCc1ccc2c(c1)OCO2,7%
CCOCCCNC(=O)C(NC(=O)c1ccccc1O)c1ccccc1 (centres undefined),2%[57.5 µM]
O=C(NC1CCCCC1)c1cc(-c2ccccn2)nc2ccccc12,4%
COC(=O)c1c(C)[nH]c(C(=O)/C=C/c2ccccc2Cl)c1C,-18%[57.5 µM]
COC(=O)N1CCC2(CCCN(C(=O)Nc3ccccc3)C2)CC1,-6%
FC(F)(F)C(Oc1nc(Nc2ccc(Cl)cc2)nc(N2CCOCC2)n1)C(F)(F)F,3%
Cn1c(N)c(C(=O)/C=C/c2ccccc2)c(=O)[nH]c1=O,-10%[57.5 µM]
Cn1cc(P(=O)(N2CCOCC2)N2CCOCC2)cc1P(=S)(N1CCOCC1)N1CCOCC1,-2%
CCC(C)NC(=O)CCn1c(-c2ccccc2)cc(C(C)=O)c1C (centres undefined),1%
CCc1ccc2oc(-c3ccc(OC)cc3)cc(=Nc3cccc(C(=O)O)c3)c2c1,1%
O=C1c2ccccc2C(=O)C12OC2c1ccc(Cl)cc1 (centres undefined),-8%
O=[N+]([O-])c1ccccc1NC1CCN(Cc2ccccc2)CC1,?
Cc1cc(NC(=O)CN2CCN(C/C=C/c3ccccc3)CC2)c([N+](=O)[O-])cc1C,3%
Cc1nn(-c2ccccc2)nc1-c1nnc(-c2ccc(C(F)(F)F)cc2)o1,6%[57.5 µM]
C[N+](C)(C)CCCCCC[N+](C)(C)C,12%
O=C(Nc1ccccc1)c1ccc2ccccc2n1,5%
COc1ccc(NC(=O)c2ccc(F)cc2)cc1S(=O)(=O)Nc1cc(C)ccc1Br,-6%
CC1=CC2=NC(=O)CC(C)(C(=O)N(CC(=O)NC3CCCC3)c3cc(C)cc(C)c3)N2C=C1 (centres undefined),1%
Cc1nn(CC(=O)NCc2ccco2)c(C)c1[N+](=O)[O-],7%[57.5 µM]
COc1cccc(C2C(=O)c3ccccc3C2=O)c1,4%[57.5 µM]
COCCn1cc(C(=O)NCc2ccco2)c2c3ccccc3n(C)c2c1=O,-6%
Cc1nn(-c2ccccc2)c(C)c1/C=N/n1c(-c2ccncc2)n[nH]c1=S,6%
O=C(CSc1cccs1)Nc1ccc(Cl)cc1,31%[57.5 µM]
NC(=O)COC(=O)c1ccccc1Nc1ccc(SC(F)F)cc1,8%
Cn1cccc1C(=O)N1CCC[C@@]2(CCN(Cc3cc(C(F)(F)F)cc(C(F)(F)F)c3)C2)C1,9%
CCc1ccc(Nc2ncc3c(n2)CC(C)(C)CC3=O)cc1,0%[57.5 µM]
C/C(N)=C(/C#N)C(=O)CSc1nnc(-c2ccccc2)n1C,3%[57.5 µM]
Cc1ccc(S(=O)(=O)NCC(=O)NCC(=O)OCC(=O)NC(=O)NC(C)(C)C)cc1C,-1%
CCOC(=O)c1cnc(-c2ccccc2O)nc1Cl,-20%[57.5 µM]
CCC(CC)C(=O)OCC(=O)Nc1cc(OC)c([N+](=O)[O-])cc1C,-4%
CCCCOc1ccc(CC(=O)NCC(=O)O)cc1,-2%
CC(=O)Nc1ccc(OCc2cccc([N+](=O)[O-])c2)cc1,-10%
CN(C)c1ccc(/C=C/c2ccc3c4ccccc4ccc3[n+]2-c2ccccc2)cc1,25µM*
Cc1cccc(NC(c2ccc(C)s2)c2ccc3ccc(C)nc3c2O)n1 (centres undefined),9%

# Part of the list above, reformatted.
ERK EGF inh,Molecule
-2%,CCCCOc1ccc(CC(=O)NCC(=O)O)cc1
-10%,CC(=O)Nc1ccc(OCc2cccc([N+](=O)[O-])c2)cc1

# Remaining list, next part:
SMILES,ERK EGF inh
COc1ccccc1CNC(=O)c1ccc2c(=O)n(CCCN3CCCC3=O)c(=S)[nH]c2c1,2%
O=C(O)c1n[nH]nc1-c1ccccc1,-3%
CCOC(=O)C1CCCN(C(=S)Nc2cccc(Cl)c2C)C1 (centres undefined),0%
CNS(=O)(=O)c1ccc(NC(=O)Nc2cccc(F)c2)cc1,26%
Cc1nnsc1C(=O)N1CCN(c2ccc(C#N)cn2)CC1,3%[57.5 µM]
COC(=O)c1cccc(C(=O)N2CCCC(CNC(=O)c3ccccc3Cl)C2)c1 (centres undefined),2%[57.5 µM]
COCCCNC(=S)NNC(=O)c1csc2ccccc12,5%
COC(=O)c1c(C)c2c(c(C)c1O)OC(=O)c1c(C)c(Cl)c(O)c(Cl)c1O2,-15%&7%
COC(=O)N/N=C/c1ccc(OCCSc2ccc(Cl)cc2)c(OC)c1,1%
CC(C)=NN1C(=O)c2ccccc2NC1(C)C,-18%[57.5 µM]
Cc1cccc(OCC(=O)O/N=C(\N)c2ccc(Br)cc2)c1,-19%[57.5 µM]
CCCOc1ccc(/C=N/NC(=S)Nc2ccccc2[N+](=O)[O-])c(O)c1,2%
CCS(=O)(=O)c1ccc2oc(SCC(=O)NCc3ccccc3)nc2c1,-6%
COc1ccc(CCNC(=O)COC(=O)COc2ccc(Cl)cc2)cc1OC,1%
O=S(=O)(c1ccc(Cl)cc1)N1CCC(O)(CN2CCN(Cc3ccccc3)CC2)CC1,-5%
COc1ccccc1/C=N/NC(=O)c1cccc(OC(F)(F)C(F)F)c1,11%
CSc1ccc(/C=N/NC(=O)CNc2ccc3ccccc3c2)cc1,-3%
N#Cc1cccc(C(c2nnnn2C2CCCC2)N2CCC(Cc3ccccc3)CC2)c1 (centres undefined),-2%
COc1ccccc1NS(=O)(=O)c1ccc(N/N=C/C=C/c2ccccc2[N+](=O)[O-])c([N+](=O)[O-])c1,?
NC1=NC(=O)C(CC(=O)Nc2ccc3c(c2)OCO3)S1 (centres undefined),26%

# Compounds listed so far with a CF3 group, in the order listed:
SMILES,ERK EGF inh
FC(F)(F)C(Oc1nc(Nc2ccc(Cl)cc2)nc(N2CCOCC2)n1)C(F)(F)F,3%
Cc1nn(-c2ccccc2)nc1-c1nnc(-c2ccc(C(F)(F)F)cc2)o1,6%[57.5 µM]
Cn1cccc1C(=O)N1CCC[C@@]2(CCN(Cc3cc(C(F)(F)F)cc(C(F)(F)F)c3)C2)C1,9%

# Continued:
SMILES,ERK EGF inh
COc1cc(OC)c(OC)cc1/C=C1\Oc2cc(OS(C)(=O)=O)ccc2C1=O,5%[57.5 µM]
CCOc1ccc(NC(=O)CSc2ncnc3c2sc2ccccc23)cc1,-3%
Cc1cc(C(C)(C)CC(C)(C)C)ccc1OCCOCC[N+](C)(C)Cc1ccccc1,4%
N[C@@H](CO)c1cn([C@@H](Cc2cc3ccccc3[nH]2)C(=O)N2CCNCC2)nn1,-12%[57.5 µM]
CCc1ccc2n(-c3ccc(OC)cc3)c([S-])c(C(=O)Nc3cc(C)cc(C)c3)[n+]2c1,-5%[57.5 µM]
CN(C)c1ccc(/C=C(\C#N)c2ccccn2)cc1,3%
Cc1cccc(NC(=S)N2CCCCCC2)c1,-10%
CCCN(CCC)S(=O)(=O)c1ccc(C(=O)Nc2nnc(COC)o2)cc1,5%
O=C(N/N=C/c1ccco1)c1ccc(NC(=O)C2CC2)cc1,-8%
O=C(Nc1ccccc1)N1CCCN(c2ccc(C(F)(F)F)cc2[N+](=O)[O-])CC1,2%[57.5 µM]
Cc1cc(NC(=O)CC(F)(F)F)n(-c2ccccc2)n1,-8%
CCOC(=O)/C(C#N)=C\c1ccc(N2CCN(C/C=C/c3ccccc3)CC2)cc1,0%
CCN1C(=O)c2ccc(C(=O)NCc3ccc4c(c3)OCO4)cc2C1=O,6%
CCOc1ccc(-c2cnc(N)n2C)cc1,5%
CC(C)(C)NC(=O)NC(=O)CN1CCCCC1,3%
CN(C)C(=O)c1ccc(-c2cncnc2NCCN2CCOCC2)cc1,32%
COc1ccc(Oc2ccc(/C=N/NC(=O)c3cccnc3)cc2[N+](=O)[O-])cc1,-1%
C/C(=N\O)C1(C)N(O)C(C)(C)C(c2ccco2)=[N+]1[O-] (centres undefined),-4%
Cc1ccc2[nH]c(=O)c(COC(=O)C3CCCCC3)cc2c1,3%[57.5 µM]
O=C(CSc1nc2ncc(Cl)cc2[nH]1)NC1CCS(=O)(=O)C1 (centres undefined),3%
O=C1c2ccccc2-n2c1nc1ccccc1c2=O,-1%
O=C(COc1cccnc1[N+](=O)[O-])N1CCc2ccccc21,-7%
COc1cc2c(cc1OC)C(C1C(=O)CC(C)CC1=O)N(C(=O)CCl)CC2 (centres undefined),-3%
CC(=O)Nc1ccc(S(=O)(=O)N2CCN(C(=O)c3ccccc3F)CC2)cc1,11%
Cc1ccc(C23CC4CC(CC(C(=O)N5CCN(C)CC5)(C4)C2)C3)cc1,2%[57.5 µM]
CCN(CC)S(=O)(=O)c1ccc(OC)c(NC(=O)c2ccc(=O)[nH]c2)c1,-10%[57.5 µM]
NC(=O)C1CCN(C(c2ccccc2)c2nnnn2C2CCCC2)CC1 (centres undefined),3%
O=S(=O)([N-]c1nc2ccccc2nc1-[n+]1ccc(-c2ccncc2)cc1)c1ccccc1,1%
O=c1c(Cl)c(NCc2ccc(F)cc2)cnn1C12CC3CC(CC(C3)C1)C2,5%
CCOCC(=O)Nc1c(C(=O)Nc2ccc3c(c2)OCCO3)oc2ccccc12,-6%
COC(=O)C1(C(=O)OC)C[C@H]2CON=C2[C@H]1c1ccccc1,2%&-14%
CCN(N)C(=S)Nc1ccc(F)cc1,-2%
Cc1ccc(-c2ccc(SCC(=O)N3CCc4ccccc43)nn2)cc1,-10%
O=C(N/N=C1\CC2CC=CC12)c1ccccc1Cl (centres undefined),-4%
Cc1ccc(OCC(=O)N2CCc3ccccc3C2)c([N+](=O)[O-])n1,5%
CNC(=S)N1CCC(n2cnc3ccccc32)CC1,1%
Cc1nc(NC(=O)CN2CCC(O)(c3ccc(F)cc3)CC2)sc1C,-13%[57.5 µM]
O=c1cc(-c2ccccc2Cl)oc2c([N+](=O)[O-])c(O)cc(O)c12,-5%
Cc1ccc(CN2CCN(CC(=O)N/N=C/c3ccccc3F)CC2)cc1,-12%[57.5 µM]
Cc1nc2c(O)cccc2cc1CO,0%[57.5 µM]
C=CCNC(=S)Nc1cccc2[nH]ncc12,4%
Cc1cccc(N=Nc2c(C)nn(-c3ccccc3)c2N)c1C,?
Cc1nc2c(=O)n(-c3ccc(F)c(Cl)c3)nc(C)c2s1,-7%[57.5 µM]
Cc1cc(/C=C(\C#N)c2nnc(N3CCOCC3)n2-c2ccccc2)c(C)n1-c1ccccc1,-5%
Cn1c(NC(=O)c2ccc(Cl)cc2)cc(=O)n(C)c1=O,3%
COc1ccc(NC(=O)CSCc2ccc(C)cc2)cc1,-1%
CCOc1cc(N2CCOCC2)c(OCC)cc1NC(=O)CN1CCC(Cc2ccccc2)CC1,-3%
CCOc1cc(C(=O)Nc2cc(C)ccc2C)ccc1OCC(=O)N1CCCCC1,-1%
CCCCNCC1CCCO1 (centres undefined),7%[57.5 µM]
CCOC(=O)c1cnc2ccc(OCC)cc2c1NCc1ccccc1,-1%
O=C(COc1ccc(S(=O)(=O)NC2CCCCC2)cc1)NC1CCCCC1,2%
